TROY signal inh: TROY signaling inhibition; Q293 LMP1-TROYcd NF-kB luciferase reporter, 4 h; inhibition, % at 10 µM; actives 0.98% (n = 360,000); AID 1347056;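 active = compounds whose plate-normalised and pattern-corrected inhibition of the luciferase reporter signal at the single screening dose is 50% or more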
LMP1 NFkB inh: inhibitors of Epstein-Barr LMP1-induced NF-kappaB reporter. AID 504558. LMP1-induced NF-kappaB luciferase reporter cells, luminescence. actives 0.69% (n = 350,000). inhibition, % at 12.5 µM; in the data active = inhibition above about 41%;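 also: 0% = neutral control wells and 100% = reference inhibitor control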
TLR9-MyD88 block: TLR9-MyD88 interaction inhibition; Q9NR96+Q99836; CHO BLA complementation TLR9-MyD88, CCF4 FRET ratio; inhibition, % at 4.98 µM; actives 0.21% (n = 340,000);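 active = inhibition above the mean over all tested compounds plus 3 SD, cut at about 21% in these data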;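 also: 0% = DMSO only wells and 100% = clavulanate BLA inhibitor control wells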
C8 TRAIL sens: sensitizes caspase-8 expressing cells to TRAIL. NB7+C8 cells + TRAIL, ATPlite viability luminescence. inhibition (viability loss, TRAIL sensitization), % at 10 µM. actives 1% (n = 360,000). AID 624354;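 active = compounds causing at least 50% loss of cell viability in the single-dose screen, relative to plate controls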
COUP-TFII inh: blocks human COUP-TFII nuclear receptor. inhibition, % at 8.6 µM. AID 686940. HEK293T NGFI-A luciferase reporter, luminescence. actives 0.7% (n = 370,000);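 active = inhibition above a per-plate cutoff, mean inhibition of test wells between control levels plus 3 SD, cut at about 38% in these data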;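 also: cells cotransfected with COUP-TFII expression vector driving the NGFI-A reporter; 0% = median of COUP-TF2 test wells and 100% = reporter-only cells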
NCOA2 inhibitor: human SRC2 (NCOA2) inhibition; actives 0.17% (n = 370,000); HEK293 GAL4-SRC2 luciferase reporter, luminescence; AID 651957; inhibition, % at 9 µM; Q15596;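 active = inhibition above the mean inhibition of all tested compounds plus 3 SD, set per campaign, cut at about 52% in these data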;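 also: 0% = DMSO treated cells and 100% = cells given Gossypol at 36 µM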
SRC3 inh: human NCOA3 inhibition | actives 0.17% (n = 360,000) | AID 588352 | HEK293 GAL4-SRC3 luciferase reporter, luminescence | inhibition, % at 3.6 µM;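 active = inhibition above a per-campaign cutoff, the mean of all compounds plus 3 SD, cut at about 60% in these data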;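 also: 0% = DMSO-treated cells and 100% = gossypol-treated cells at 36 µM; higher means less SRC3-driven luciferase light from the GAL4 reporter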
NR5A2 inv ag: suppresses constitutive activity of human LRH-1 | inhibition, % at 3.6 µM | actives 0.13% (n = 360,000) | HEK293T StAR-luciferase reporter, LRH-1 transfected, 24 h | O00482 | AID 602396;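 active = inhibition above the mean inhibition of all tested compounds plus 3 SD, cut at about 73% in these data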;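 also: 0% = DMSO wells and 100% = reporter-only cells lacking LRH-1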
SRC1 inh: inhibits human SRC1 coactivator | HEK293 GAL4-SRC1 luciferase reporter, luminescence | actives 0.12% (n = 360,000) | inhibition, % at 3.6 µM | Q15788;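 active = inhibition above the campaign mean plus 3 SD, with each screening campaign given its own cutoff, cut at about 60% in these data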;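 also: 0% = DMSO treated cells and 100% = gossypol at 36 µM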
Target sequence (Q15788 whole entry, looked up, the tested form may be a part): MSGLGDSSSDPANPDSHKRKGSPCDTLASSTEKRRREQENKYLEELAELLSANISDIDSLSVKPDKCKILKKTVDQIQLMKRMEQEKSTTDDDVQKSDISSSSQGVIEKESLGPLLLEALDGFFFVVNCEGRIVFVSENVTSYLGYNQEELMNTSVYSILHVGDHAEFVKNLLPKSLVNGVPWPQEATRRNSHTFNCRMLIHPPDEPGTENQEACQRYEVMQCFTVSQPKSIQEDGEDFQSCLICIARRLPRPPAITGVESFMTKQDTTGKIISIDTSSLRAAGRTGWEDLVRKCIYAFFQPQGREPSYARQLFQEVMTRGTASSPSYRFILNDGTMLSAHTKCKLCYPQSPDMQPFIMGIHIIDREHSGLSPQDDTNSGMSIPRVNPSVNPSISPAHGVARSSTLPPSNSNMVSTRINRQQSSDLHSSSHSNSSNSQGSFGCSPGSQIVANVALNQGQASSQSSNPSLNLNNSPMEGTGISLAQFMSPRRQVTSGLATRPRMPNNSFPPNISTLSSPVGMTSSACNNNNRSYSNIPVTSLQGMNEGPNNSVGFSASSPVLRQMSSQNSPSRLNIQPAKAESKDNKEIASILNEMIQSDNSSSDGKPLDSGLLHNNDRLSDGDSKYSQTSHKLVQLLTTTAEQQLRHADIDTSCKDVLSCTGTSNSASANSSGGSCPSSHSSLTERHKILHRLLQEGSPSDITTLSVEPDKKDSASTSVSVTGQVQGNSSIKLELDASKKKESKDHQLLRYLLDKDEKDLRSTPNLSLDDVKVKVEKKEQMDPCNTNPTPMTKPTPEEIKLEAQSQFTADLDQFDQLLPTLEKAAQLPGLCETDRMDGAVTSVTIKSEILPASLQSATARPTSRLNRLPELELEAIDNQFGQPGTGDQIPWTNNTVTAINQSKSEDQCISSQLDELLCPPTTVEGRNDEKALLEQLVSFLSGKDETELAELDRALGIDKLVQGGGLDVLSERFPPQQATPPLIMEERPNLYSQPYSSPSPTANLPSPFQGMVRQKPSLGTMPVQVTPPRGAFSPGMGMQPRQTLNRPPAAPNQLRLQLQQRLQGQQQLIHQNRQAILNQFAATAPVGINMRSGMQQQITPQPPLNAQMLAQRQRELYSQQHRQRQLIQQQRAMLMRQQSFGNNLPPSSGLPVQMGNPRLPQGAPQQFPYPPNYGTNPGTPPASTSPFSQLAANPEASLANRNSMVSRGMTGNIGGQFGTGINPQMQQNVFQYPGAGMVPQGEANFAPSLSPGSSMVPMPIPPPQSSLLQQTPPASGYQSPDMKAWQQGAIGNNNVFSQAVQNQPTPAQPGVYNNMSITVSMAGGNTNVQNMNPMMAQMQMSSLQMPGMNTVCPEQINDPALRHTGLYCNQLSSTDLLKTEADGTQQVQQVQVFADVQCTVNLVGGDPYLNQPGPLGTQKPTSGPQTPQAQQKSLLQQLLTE
Vif inh: inhibitors of HIV Vif; HEK293T cells, Vif self-association by quenched fluorescence, imaging, 24 h; inhibition, % at 7.49 µM; actives 0.35% (n = 340,000); AID 602346; in the data active = inhibition above about 50%, passing the limit was not always enough; also: some results filed as inactive read as strong as hits
NOD2-RIPK2 inh: inhibitors of human NOD2-RIPK2 interaction; CHO BLA complementation NOD2-RIPK2, CCF4 ratio; inhibition, % at 4.98 µM; actives 0.38% (n = 360,000); AID 624267; in the data active = inhibition above about 21%;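 also: 0% = vehicle only and 100% = reference blocker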
* = called active by the depositor; . = no result given. An excerpt. The share of hits here may be higher or lower than overall.

SMILES | TROY signal inh | LMP1 NFkB inh | TLR9-MyD88 block | C8 TRAIL sens | COUP-TFII inh | NCOA2 inhibitor | SRC3 inh | NR5A2 inv ag | SRC1 inh | Vif inh | NOD2-RIPK2 inh
COc1cc(/C=C2/C(=O)c3cccc([N+](=O)[O-])c3C2=O)c(Br)cc1O | 28 | -14 | 1 | 19 | 2 | 17 | -10 | 15 | 0 | -6 | -10
CCc1ccc2nc(N(CCCN(C)C)C(=O)c3ccc(S(=O)(=O)N4CCCC4)cc3)sc2c1 | -14 | -14 | 5 | 19 | -3 | -20 | 28 | -18 | 2 | . | -3
O=C(Oc1cccc(Cl)c1)N1CCOCC1 | 14 | 7 | 2 | 21 | -4 | 3 | -17 | -4 | -6 | -2 | -7
COc1ccccc1NC(=S)NCc1ccc2c(c1)cc(C)n2C | 28 | 7 | 2 | 0 | -10 | -8 | 7 | 10 | 6 | 0 | 5
CC(CC(=O)Nc1ccc(F)c([N+](=O)[O-])c1)c1ccccc1 (stereo not drawn) | 17 | -5 | -2 | -17 | -5 | 6 | 27 | 9 | -6 | -3 | 8
N#Cc1cc([N+](=O)[O-])ccc1NC(=O)CSc1n[nH]c(=O)n1C1CC1 | 0 | 4 | 5 | -13 | 9 | 12 | 13 | 9 | 5 | 1 | -1
CSCCC(NS(=O)(=O)c1cccc(C(F)(F)F)c1)C(=O)Nc1ccccc1N1CCCC1 (stereo not drawn) | -1 | 4 | 0 | -6 | 14 | -3 | 13 | 22 | 3 | 5 | 1
O=C(Nc1ccc([N+](=O)[O-])cc1)Nc1cnccn1 | 9 | 10 | -2 | -5 | 11 | 12 | -18 | 13 | 8 | -6 | 2
CC(C)CCn1c(=O)c2ccccc2n2c(CCC(=O)NCC3CCCO3)nnc12 (stereo not drawn) | -12 | -22 | 1 | -12 | -1 | -7 | 3 | 11 | -7 | 0 | 13
C[C@H](CO)N1C[C@H](C)[C@@H](CN(C)CC2CCCCC2)Oc2ccc(NC(=O)CCN3CCOCC3)cc2C1=O | 0 | 3 | 6 | -4 | 6 | -1 | 6 | -17 | 1 | 14 | -11
O=C(NCC(=O)N1CCN(S(=O)(=O)/C=C/c2ccccc2)CC1)c1ccc(Cl)cc1 | 14 | 0 | -15 | 10 | 9 | 2 | -2 | 16 | 6 | -3 | -14
CCC(C)[C@H](NC(=O)NCc1ccco1)C(=O)OC (stereo partly drawn) | 6 | -3 | -3 | -3 | -1 | 8 | 3 | 7 | 3 | 10 | -4
CCN1CCN(C(=O)C(=O)c2cn(CC(=O)N(CC)CC)c3ccccc23)CC1 | 7 | 5 | 6 | -4 | 2 | -15 | 17 | 8 | 4 | -3 | -3
CN1CCc2c(sc3c2c(=O)n(-c2ccccc2)c2nnc(SCc4ccc(Cl)cc4)n32)C1 | -3 | 30 | -1 | -21 | 14 | -10 | -1 | 1 | -27 | -1 | -7
CCCN(CC(=O)Nc1ccccc1C)C(=O)CCl | -3 | 72* | -2 | 91* | 5 | 56* | 56 | 39 | 49 | -4 | 1
COc1ccc(-c2ccc(C(=O)NCc3ccc(N4CCN(C)CC4)cc3)c3occc23)c(C)c1 | -1 | . | . | 2 | 1 | -2 | -32 | -30 | 3 | -21 | 9
CCCOc1ccc(N2C(=O)CC(N(CCc3ccc(S(N)(=O)=O)cc3)C(C)=O)C2=O)cc1 (stereo not drawn) | -11 | -12 | 1 | -6 | -11 | -1 | 17 | -1 | -57 | 8 | 7
COc1ccc(OCC(=O)NNc2c3ccccc3nc3ccccc23)cc1 | -5 | 8 | -6 | 21 | 6 | 9 | 2 | 2 | -3 | -5 | -18
Cc1c(S(=O)(=O)N2CCCCC2)c(=O)n(C)c(=O)n1C | -24 | -3 | -4 | 2 | 2 | -9 | 3 | -2 | 18 | 9 | -2
O=c1c(-c2c(O)cc(O)c3c2O[C@H](c2ccc(O)cc2)CC3)c(-c2ccc(O)cc2)oc2cc(O)cc(O)c12 | -1 | -7 | 2 | 16 | . | . | -16 | 7 | -1 | -11 | 7

In a second layout: results already given
SMILES,TROY signal inh,LMP1 NFkB inh,TLR9-MyD88 block,C8 TRAIL sens,COUP-TFII inh,NCOA2 inhibitor,SRC3 inh,NR5A2 inv ag,SRC1 inh,Vif inh,NOD2-RIPK2 inh
CCc1ccc2nc(N(CCCN(C)C)C(=O)c3ccc(S(=O)(=O)N4CCCC4)cc3)sc2c1,-14,-14,5,19,-3,-20,28,-18,2,.,-3
O=C(Oc1cccc(Cl)c1)N1CCOCC1,14,7,2,21,-4,3,-17,-4,-6,-2,-7

Results in TROY signal inh and SRC3 inh (five entries from above):
Molecule	TROY signal inh	SRC3 inh
O=C(Nc1ccc([N+](=O)[O-])cc1)Nc1cnccn1	9	-18
CCCN(CC(=O)Nc1ccccc1C)C(=O)CCl	-3	56
CCCOc1ccc(N2C(=O)CC(N(CCc3ccc(S(N)(=O)=O)cc3)C(C)=O)C2=O)cc1 (stereo not drawn)	-11	17
COc1cc(/C=C2/C(=O)c3cccc([N+](=O)[O-])c3C2=O)c(Br)cc1O	28	-10
CCc1ccc2nc(N(CCCN(C)C)C(=O)c3ccc(S(=O)(=O)N4CCCC4)cc3)sc2c1	-14	28

More structures
SMILES | TROY signal inh | LMP1 NFkB inh | TLR9-MyD88 block | C8 TRAIL sens | COUP-TFII inh | NCOA2 inhibitor | SRC3 inh | NR5A2 inv ag | SRC1 inh | Vif inh | NOD2-RIPK2 inh
CCOC(=O)CNC(=O)c1sc(NC(=O)c2ccccc2F)nc1C | -18 | -27 | -10 | -5 | -14 | -29 | -60 | -93 | -91 | -1 | 3
CCn1c(SCC(=O)Nc2cccc(NC(C)=O)c2)nnc1-c1ccco1 | -12 | 0 | 2 | 3 | 7 | -4 | -12 | 6 | -3 | 12 | -8
Cc1cc(C(=O)N2CCCC(C(=O)c3ccc(Cl)cc3C)C2)no1 (stereo not drawn) | 18 | 4 | -18 | -10 | 16 | 6 | -13 | 16 | 3 | 2 | -9
CCOc1nc(NCCO)nc(Nc2ccc([N+](=O)[O-])cc2)n1 | -5 | -10 | 2 | 5 | 3 | 10 | 9 | 28 | 1 | -2 | -17
Cc1nn(-c2ccccc2)c(N2CCCC2)c1/C=N/NC(=O)c1cc(-c2cccs2)nc2ccccc12 | 13 | 5 | -3 | 5 | 7 | 4 | 15 | 16 | 0 | -3 | -4
Cc1[nH]c2ccccc2c1C1(O)C(=O)N(Cc2ccc3c(c2)OCO3)c2ccccc21 (stereo not drawn) | 9 | -11 | 6 | 2 | 7 | -17 | -4 | 6 | -6 | -2 | 13
COc1cccc(NC(=S)N2CCc3cc(OC)c(OC)cc3C2)c1 | -3 | 7 | -9 | 1 | -4 | -19 | 8 | 0 | -8 | -2 | 2
CCN(CC(=O)Nc1ccc(OC)cc1)C(=O)c1ccc(OCc2c(C)noc2C)cc1 | 4 | 3 | -7 | 9 | -21 | -18 | 8 | 13 | -4 | 0 | -4
COc1ccc(NC(=O)CN(C)C(=O)c2ccccc2OCC(=O)Nc2cccc(C(F)(F)F)c2)cc1 | -8 | 7 | 0 | 16 | 0 | -7 | 8 | 29 | -26 | 3 | 11
Cc1nc(N)ncc1-c1ccc2c(c1)OCO2 | -4 | 2 | -8 | -20 | -10 | -6 | 4 | -26 | -14 | . | 6
CCN(CC)C(=O)c1oc2ccc(S(=O)(=O)N3CC(C)CC(C)C3)cc2c1C (stereo not drawn) | 26 | 8 | -4 | 22 | 51* | 14 | 21 | 25 | -20 | -8 | -1
CNc1nc2c(-c3ccc(Cl)cc3)nnn2c2ccccc12 | -12 | -32 | -5 | 26 | -29 | -9 | -4 | 6 | 9 | 13 | -7
CCOc1ccc(NC(N)=O)cc1OCC | 5 | -10 | -3 | -13 | 1 | -13 | 5 | 13 | 2 | -7 | -16
COc1ccc(S(=O)(=O)N2CCSC2c2ccc(OC)c(OC)c2)cc1 (stereo not drawn) | 4 | -7 | 4 | -2 | 14 | 9 | 2 | -6 | -14 | -9 | -4
Nc1nc(NCCCN2CCOCC2)nc(Nc2cccc(F)c2)c1[N+](=O)[O-] | -18 | -8 | -11 | -6 | -21 | -17 | 6 | 25 | 21 | 7 | 11
O=C(NC1CC2CCCC(C1)N2Cc1cccs1)N1CCOCC1 (stereo not drawn) | 11 | 1 | -7 | -12 | -1 | 16 | -9 | 1 | 12 | -1 | -3
COc1cc(CNc2ccc3[nH]c(=O)[nH]c3c2)ccc1OCc1ccccc1 | -35 | -53 | -10 | 22 | -1 | -21 | -29 | -36 | -26 | 1 | 5
O=C(NCCC(=O)N1CCN(C(=O)c2ccco2)CC1)c1ccc(Br)cc1 | 19 | -3 | -1 | 1 | 0 | 17 | -9 | -18 | -9 | -2 | -1
CCOc1ccccc1NC(=O)C12CC3CC(C1)CC(c1ccc(C)cc1)(C3)C2 | -7 | -9 | -13 | -1 | -6 | 29 | 10 | 2 | 6 | -1 | 2
O=C(c1cn(Cc2ccccc2)nc1-c1ccc(Cl)cc1)N1CCN(c2ccccn2)CC1 | 8 | -6 | -2 | -8 | 21 | 0 | 1 | 21 | 3 | 4 | 7
CCn1c(CNC(=O)c2ccco2)nnc1SCC(=O)c1ccc(F)cc1 | -5 | 4 | 3 | 3 | 1 | 19 | 3 | -7 | -4 | -3 | 7
COc1ccc(C=NN=C2c3ccccc3-c3ccccc32)cc1OC | -49 | 5 | 1 | 16 | -15 | -13 | -8 | 9 | -11 | -3 | -10
CC1CC(C)CN(C(=O)CCS(=O)(=O)c2ccc3c(c2)NC(=O)CS3)C1 (stereo not drawn) | -25 | -5 | 2 | -20 | -6 | -15 | -4 | -2 | 3 | -6 | 2
O=C(O)c1ccccc1SCc1nc2ccccn2c1Br | 32 | -8 | -19 | -4 | 3 | -14 | -2 | -13 | -25 | -3 | 0
COc1ccc(C(=O)NCCCN=C2NS(=O)(=O)c3ccccc32)cc1 | -7 | 4 | -16 | -5 | 15 | -17 | -1 | -7 | -19 | 5 | -4
Cc1cc(C)cc(NC(=O)C2CCN(c3nccs3)CC2)c1 | -12 | -4 | 5 | 9 | -8 | -3 | 3 | -4 | 0 | 35 | -2
Cc1cc2c3c(c1)C1(C(=O)N3C(C)(C)CC2C)C(C#N)=C(N)Oc2cc(O)ccc21 (stereo not drawn) | 6 | -10 | 8 | -9 | 16 | 8 | 5 | 1 | 4 | -1 | -2
Cc1ccc(NC(=O)CCNC(=O)c2ccc(Br)cc2)cc1S(=O)(=O)N1CCOCC1 | -5 | 4 | 10 | 5 | 10 | 20 | -5 | -12 | 7 | -14 | 2
N#C/C(=C/c1cn(CC(=O)O)c2ccccc12)C(=O)Nc1ccccc1 | 5 | 0 | -2 | -2 | 5 | -12 | 15 | 3 | 8 | 8 | -1
O=C(NCCC1=CCCCC1)c1ccc(Cl)c(S(=O)(=O)N2CCOCC2)c1 | 4 | 1 | 6 | 14 | 16 | -12 | 0 | 9 | 8 | -8 | -2
COCCNC(=O)C1CC2Cn3c(nc4ccccc43)C2N1C (stereo not drawn) | 8 | 2 | -4 | 9 | 0 | -3 | 5 | -13 | 0 | -5 | 0
CCc1cc(=O)oc2cc(C)c(CN3CCCC3)c(O)c12 | 8 | 7 | 5 | -7 | 11 | 10 | -21 | 7 | 8 | -8 | -6
CN(C)C(C)(C)C#CC(O)(c1ccccc1)c1ccccc1 | 21 | 6 | 7 | -9 | 1 | 20 | 12 | 8 | -2 | -3 | -2
